GLP1R ag = activates the human GLP-1 receptor | P43220 | HEK293 GLP-1R CRE-luciferase, luminescence, 4-6 h; cells express a hypersensitive GLP-1R form | Potency, µM (series often up to 45.6 µM), without a hit: at the top dose activation, hits mostly activators | 380,000 tested, 0.007% active | AID 624172; also: % of control where 0% means no effect
Target sequence (P43220 whole entry, looked up): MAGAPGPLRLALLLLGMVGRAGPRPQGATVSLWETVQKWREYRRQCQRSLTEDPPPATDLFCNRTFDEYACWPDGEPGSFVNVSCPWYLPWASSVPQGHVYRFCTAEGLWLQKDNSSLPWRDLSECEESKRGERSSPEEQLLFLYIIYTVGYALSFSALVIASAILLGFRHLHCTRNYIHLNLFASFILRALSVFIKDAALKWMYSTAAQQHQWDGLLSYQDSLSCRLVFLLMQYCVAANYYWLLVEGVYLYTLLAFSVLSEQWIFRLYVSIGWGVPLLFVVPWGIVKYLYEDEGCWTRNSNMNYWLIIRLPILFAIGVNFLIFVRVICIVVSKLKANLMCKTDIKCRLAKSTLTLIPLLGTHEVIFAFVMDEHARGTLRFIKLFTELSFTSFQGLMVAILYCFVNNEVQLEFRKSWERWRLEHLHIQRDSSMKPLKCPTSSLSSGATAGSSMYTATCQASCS
HT1080NT lethal = kills 2HG-producing HT-1080-NT fibrosarcoma cells | HT-1080-NT fibrosarcoma viability, CellTiter-Glo ATP luminescence, 48 h | Potency, µM (series often up to 46.1 µM), for the others: at the highest dose activity, negative = less viability, usual class: cytotoxic | 360,000 tested, 1.6% active | AID 686970;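 also: NT is the 2HG producing partner of a matched IDH1 knockdown line; 0% = DMSO-treated cells and -100% = media-only wells without cells; nearly all actives have a fitted effect of over 55% in size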
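Read-out is CellTiter-Glo luminescence after 10 minutes at room temperature, following 48 hours' compound treatment of HT-1080-NT cells (750 cells/well, RPMI, 5% FBS, 37 degrees C).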
KB-V1 cytotox = KB-V1 MDR subline cytotoxicity. 400,000 tested, 3.4% active. AID 1347076. Potency, µM (titrated, usually from 46.1 µM), inactives show at the highest dose activity change, negative = cytotoxicity, most hits filed as cytotoxic. KB-V1 MDR cells viability, CellTiter-Glo, 72 h; also: % is scaled to controls: 0 for no effect and ±100 for the full control effect; nearly all actives have a fitted effect of over 60% in size
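Readout: CellTiter-Glo luminescence, 10 min after addition. Cells: KB-V1 MDR subline, 72 h at 37 degrees C with compound. Analysis: corrected, normalized data fitted to concentration-effect curves.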
GLP1R inv ag = inverse agonists of human GLP-1 receptor; P43220; HEK293 GLP-1R CRE-luciferase, luminescence, 24 h; GLP-1R form is constitutively active; Potency, µM (doses to about 38.3 µM), without a hit: at the top dose activity change, negative = inhibition, actives largely listed as inhibitors; 410,000 tested, 1.6% active; also: % is scaled to controls: 0 for no effect and ±100 for the full control effect; nearly all actives have a fitted effect of over 55% in size
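Seeding at 200 cells/uL, 12 h culture, 24 hr compound treatment, then luciferase reagent and a luminescence read; cells are HEK293 stably expressing a constitutively active GLP-1R plus cAMP-responsive luciferase.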
KB-3-1 cytotox = kills parental KB-3-1 adenocarcinoma cells | KB-3-1 viability, CellTiter-Glo ATP luminescence, 72 h | Potency, µM (top dose mostly 46.1 µM), for the others: at the top dose activity change, negative = cytotoxic, hits mostly cytotoxic | 400,000 tested, 1.4% active | AID 1347075; also: % is scaled to controls: 0 for no effect and ±100 for the full control effect; nearly all actives have a fitted effect of over 60% in size
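72 h, 37 °C compound treatment of KB-3-1 parental cells; CellTiter-Glo added, 10 min, luminescence read. Data corrected against DMSO-only plates and normalized before curve fitting.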
SW480 rereplic = induces DNA re-replication in SW480 colon adenocarcinoma cells; SW480 DNA re-replication, Hoechst DNA content imaging, 48 h; Potency, µM (doses to about 46.1 µM), for inactives: at the highest dose re-replication activation, hits mostly activators; 340,000 tested, 1.8% active; AID 624297; also: % of control where 0% means no effect; nearly all actives have a fitted effect of over 55% in size
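Quantitative HTS format with DMSO vehicle controls; 48 hr drug incubation at 37 C, then 40 min Hoechst staining and scanning imager measurement at 405 nm excitation.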
HT1080 IDH1KD tx = kills HT-1080 cells with IDH1 knockdown; AID 686971; HT-1080 IDH1 knockdown viability, ATP luminescence, 48 h; 360,000 tested, 2% active; Potency, µM (series often up to 46.1 µM), for inactives: at the highest dose activity, negative = toxicity, usual class: cytotoxic;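 also: 0% = DMSO wells and -100% = cell-free medium wells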
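Viability of IDH1-knockdown HT-1080 fibrosarcoma cells was assessed by CellTiter-Glo after 48 h at 37 °C with titrated compound; concentration-effect curves were classified by fit quality and response size.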
TDP-43 yeast inh = TDP-43 toxicity inhibition in yeast; AID 652104; 410,000 tested, 1.8% active; Potency, µM (titrated, usually from 46.1 µM), inactives show at the highest dose growth rescue (activation), hits mostly activators; TDP-43 expressing yeast growth rescue, BacTiter-Glo, 24 h; also: % of control where 0% means no effect; nearly all actives have a fitted effect of over 50% in size
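Yeast expressing TDP-43 (pregrown in raffinose, seeded at OD600=0.02 in galactose medium) exposed to compounds 24 hr at 30 deg C. Growth read by BacTiter-Glo luminescence; rescue of toxicity appears as increased signal.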
HEK293 tox = cytotoxic in the GLP-1 receptor inverse agonist counter-screen | HEK293 cAMP-luciferase reporter cells, luminescence, 24 h | Potency, µM (top dose mostly 38.3 µM), for inactives: at the highest dose activity change, negative = inhibition, hits mostly inhibitors | 410,000 tested, 0.13% active | AID 624418;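 also: loss of luciferase light is scored as toxicity; % is scaled to controls: 0 for no effect and ±100 for the full control effect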
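Seeding density was 200 cells/uL; after overnight-length (12 h) culture, 23 nL compounds went on for 24 h at 37 °C. Readout used a luciferase detection reagent, luminescence taken after 12 min at room temperature.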
* marks the source's active call; other numbers are inactive results; ? = inconclusive; · = no result given; [ ] = dose if it differs, or a comment. Calls follow the shape of the dose curve; as a rule, active = well fitted curve in the direction sought with a large enough effect; inconclusive = small, poorly fitted or top-dose-only effect, or another doubt; inactive = no such curve, though single readings can be large; an effect the other way counts as inactive or inconclusive. Potency is read from the fitted curve at half-maximal effect.

SMILES	GLP1R ag	HT1080NT lethal	KB-V1 cytotox	GLP1R inv ag	KB-3-1 cytotox	SW480 rereplic	HT1080 IDH1KD tx	TDP-43 yeast inh	HEK293 tox
O=C(COc1ccccc1Cl)Nc1cc(Cl)ccc1Oc1ccccc1	12%	9%	-5%	-14%	1%	1%	3%	0%	88%[activator]
CCOC(=O)Cn1c(=O)c2c(nc3n2CCCN3CCc2ccccc2)n(C)c1=O	8%	10%	0%	-1%	23%	-8%	13%	4%	-7%
Cn1c(=O)c2[nH]c(CN(Cc3ccccc3)Cc3ccccc3)nc2n(C)c1=O	-6%	1%	8.2µM*	-9%	0%	-8%	0%	20%	-1%
CCN1CCN(c2nc3ccccc3nc2NS(=O)(=O)c2ccc(NC(C)=O)cc2)CC1	5%	13%	-10%	29%	-6%	-4%	0%	15%	4%
COc1ccc(NC(=O)C2CC(=O)OC2(C)C)cc1 (stereo not given)	-1%	0%	-8%	3%	-5%	2%	-3%	-14%	0%
COc1ccc(N2CC(C(=O)N3CCN(c4ccccc4F)CC3)CC2=O)cc1 (stereo not given)	4%	-15%	-28%	-23%	6%	-7%	-20%	6%	7%
Cc1ccc(C(=O)c2ccc(CC(=O)O)n2C)cc1	-5%	15%	6%	0%	0%	-28%	-10%	0%	-9%
O=S(=O)(c1ccccc1)c1nc(-c2cccs2)oc1SCc1ccccc1Cl	·	·	24%	0%	4%	·	·	12%	-14%
C[C@H](CO)N1C[C@H](C)[C@@H](CN(C)S(=O)(=O)c2cccs2)Oc2c(NC(=O)Nc3ccccc3)cccc2C1=O	-3%	-3%	3%	7%	-19%	-12%	-8%	-25%	-2%
Cn1c(Cn2c(=O)sc3ccccc32)nnc1SCC(=O)NCCc1ccccc1	13%	14%	12%	0%	2%	16%	6%	0%	-10%
CCOC(CNC(=O)Cc1c(C)nc2c(-c3ccccc3)c(C)nn2c1C)OCC	4%	-4%	4%	11%	20%	-3%	-14%	-3%[0.397 µM]	-12%
CC(=O)Nc1sc(NC(=O)c2ccc(Cl)cc2)nc1-c1cccs1	3%	3%	-18%	-5%	5%	-4%	3%	17%	-3%
CCCn1c(N)c(C(=O)COC(=O)c2cccc(S(=O)(=O)N3CCOCC3)c2)c(=O)[nH]c1=O	19%	0%	26%	29%	2%	-4%	8%	8%	-10%
CCOC(=O)C(C(=O)OCC)C(C[N+](=O)[O-])c1ccccc1 (stereo not given)	-1%	11%	-7%	-8%	1%	-6%	10%	11%	5%
CC(=O)N(CCc1cccc(C)c1)Cc1cc2cc(C)ccc2[nH]c1=O	-3%	1%	-4%	-13%	-1%	18%	0%	-1%	1%

10 compounds from above, ordered by number of heavy atoms, largest number first.
SMILES	GLP1R ag	HT1080NT lethal	KB-V1 cytotox	GLP1R inv ag	KB-3-1 cytotox	SW480 rereplic	HT1080 IDH1KD tx	TDP-43 yeast inh	HEK293 tox
C[C@H](CO)N1C[C@H](C)[C@@H](CN(C)S(=O)(=O)c2cccs2)Oc2c(NC(=O)Nc3ccccc3)cccc2C1=O	-3%	-3%	3%	7%	-19%	-12%	-8%	-25%	-2%
CCCn1c(N)c(C(=O)COC(=O)c2cccc(S(=O)(=O)N3CCOCC3)c2)c(=O)[nH]c1=O	19%	0%	26%	29%	2%	-4%	8%	8%	-10%
CCN1CCN(c2nc3ccccc3nc2NS(=O)(=O)c2ccc(NC(C)=O)cc2)CC1	5%	13%	-10%	29%	-6%	-4%	0%	15%	4%
CCOC(CNC(=O)Cc1c(C)nc2c(-c3ccccc3)c(C)nn2c1C)OCC	4%	-4%	4%	11%	20%	-3%	-14%	-3%[0.397 µM]	-12%
COc1ccc(N2CC(C(=O)N3CCN(c4ccccc4F)CC3)CC2=O)cc1 (stereo not given)	4%	-15%	-28%	-23%	6%	-7%	-20%	6%	7%
O=S(=O)(c1ccccc1)c1nc(-c2cccs2)oc1SCc1ccccc1Cl	·	·	24%	0%	4%	·	·	12%	-14%
CC(=O)N(CCc1cccc(C)c1)Cc1cc2cc(C)ccc2[nH]c1=O	-3%	1%	-4%	-13%	-1%	18%	0%	-1%	1%
CC(=O)Nc1sc(NC(=O)c2ccc(Cl)cc2)nc1-c1cccs1	3%	3%	-18%	-5%	5%	-4%	3%	17%	-3%
CCOC(=O)C(C(=O)OCC)C(C[N+](=O)[O-])c1ccccc1 (stereo not given)	-1%	11%	-7%	-8%	1%	-6%	10%	11%	5%
Cc1ccc(C(=O)c2ccc(CC(=O)O)n2C)cc1	-5%	15%	6%	0%	0%	-28%	-10%	0%	-9%

Continuation:
SMILES	GLP1R ag	HT1080NT lethal	KB-V1 cytotox	GLP1R inv ag	KB-3-1 cytotox	SW480 rereplic	HT1080 IDH1KD tx	TDP-43 yeast inh	HEK293 tox
C/C(=N\NC(=O)c1ccn(C)n1)c1ccc(NC(=O)C2CCC2)cc1	-2%	1%	15%	4%	?	2%	-7%	-25%	-7%
O=C(COc1cccnc1[N+](=O)[O-])Nc1ccc2c(c1)OCO2	2%	-19%	1%	14%	1%	-56%[inhibitor]	-2%	-3%	4%
Cc1ccc(-c2n[nH]c(=S)c3ccccc23)cc1	1%	8%	?	20%	0%	-54%[inhibitor]	-1%	17%	1%
CCCC[C@@H]1CNC(=O)C(=O)N1CCCCC1CCCCC1	2%	-2%	?	-18%	0%	·	-12%	-11%	-11%
CCCS(=O)(=O)N1CCc2cc(OC)c(OC)cc2C1	4%	-2%	8%	1%	15%	-3%	15%	0%	-12%
Cc1ccc2nc(SCn3nnc4ccccc4c3=O)[nH]c2c1	10%	-2%	23µM*	16%	-10%	0%	-8%	-8%	6%
c1ccc2sc(N3CCCCC3)nc2c1	14%	6%	2%	11%	4%	2%	12%	-2%	-6%
CCOCCCNC(=O)CN1C(=O)CSc2cc(S(=O)(=O)N3CCCCCC3)ccc21	2%	-1%	?	-21%	12%	?	4%	-17%	-18%
O=S1(=O)N=C(Nc2ccc(O)c(CN3CCCCC3)c2)c2ccccc21	-9%	0%	7%	-12%	3%	-3%	9%	-5%	2%
COc1ccccc1NC(=O)c1cccnc1	-1%	12%	9%	11%	-4%	-1%[9.22 µM]	7%	6%	0%
CCOC(=O)Cn1c(=O)oc2cc(S(=O)(=O)NCC3CCCO3)ccc21 (stereo not given)	7%	-4%	23%	-7%	?	-10%	-3%	3%	8%
O=C(NNC(=O)c1ccccc1[N+](=O)[O-])c1ccc(NS(=O)(=O)c2cccs2)cc1	-9%	4%	·	11%	·	-5%	5%	0%	8%
CCCCCCCCNC(=O)c1cnsn1	10%	22%	2%	-19%	1%	0.52µM*	24%	-14%	4%
CC(C)CCN1CCN(Cc2ccc(N3CCNC3=O)cc2)CC1CCO (stereo not given)	-1%	-1%	-1%	9%	-14%	4%	-3%	-14%	-2%
Cc1cc(C)c(S(=O)(=O)c2ccccc2)c(OC(=O)c2c(F)cccc2F)n1	0%	1%	14%	-7%	-24%	0%	5%	-38%[inhibitor]	-2%
COc1ccc(NC(=O)CSc2n[nH]c(-c3ccncc3)n2)cc1Cl	3%	1%	?	12%	7%	-9%	0%	8%	-1%
CN(CC(=O)Nc1cccc(F)c1)C(=O)c1ccc(C2SCCS2)cc1	10%	-5%	18µM*	?	?	-13%	-18%	-9%	-8%
Cc1ccc(N2CC(C(=O)NC3CCCCCC3)CC2=O)cc1 (stereo not given)	-3%	3%	7%	5%	-1%	·	4%	13%	7%
O=C(Nc1cccc(C(=O)O)c1)/C(=C\c1ccc2c(c1)OCO2)NC(=O)c1ccco1	25%	10%	15%	1%	2%	-18%	4%	17%	-3%
CCCN1C(C)C(C(=O)OCC)=CN(Cc2ccc(Br)cc2)S1(=O)=O (stereo not given)	8%	-2%	0%	?	0%	5%	2%	-3%	0%
COc1ccccc1-c1cc2nc(C)cc(C)n2n1	13%	26%	?	18%	0%	-101%[inhibitor]	20%	18%	-15%
Cc1ccccc1NC(=O)C1CCN(C(=O)N2CCOc3ccccc32)CC1	7%	0%	?	16%	-5%	-9%	7%	9%	2%
O=C(Nc1ccc(C(=O)N2CCOCC2)cc1)c1cc(-c2cccnc2)nc2ccc(Cl)cc12	0%	-7%	-30%	?	?	?	-20%	1%[9.22 µM]	2%
CC(=NNC(=O)c1ccncc1)c1cc(Cl)ccc1Cl	10%	14%	0%	5%	-2%	-1%	0%	-3%	3%
O=C(NCCCn1ccnc1)c1ccc(N2CCCCC2)c([N+](=O)[O-])c1	9%	-7%	-22%	?	0%	3%	?	0%	-3%
CCc1nnc(NC(=O)c2ccc3c(c2)C(=O)N(CC)C3=O)s1	-1%	12%	16%	1%	16%	-8%	5%	-5%	-13%
